# Assay outcomes (PubChem BioAssay)
# Htt clearance: clearance of mutant huntingtin inclusions, primary screen, imaging, HeLa Exon1htt(103Q)mCFP, confocal imaging | aggregate imaging; zero = plate's median compound well | inhibition, % at 1.5 µM | 47,000 tested, 0.42% active;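 active = inhibition of aggregate fluorescence above about 70%, also judged a hit by eye on the cell image, limit read from the data, passing the limit was not always enough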;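 note: cells exposed to compound for three days before fixation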
# Htt clearance grain fraction: second read-out of Htt clearance, no call of its own (marks repeat the call); fraction fluorescence in grains; measured here: aggregate grain fluorescence fraction; stronger effect = lower value;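 scaled fraction of total cell fluorescence in grains with unit not stated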
# Active calls of the source: *. The list is partial; count on the stated rates, not on these rows.
# Each structure is followed by: Htt clearance grain fraction, Htt clearance
- CCc1ccc(-c2ccc(C(=O)O)cc2)nc1
→ 31, 11
- COc1ccc(Cn2nnnc2C(c2ccncc2)N2CCOCC2)cc1 (stereo not given)
→ 31, -53
- Cc1cccc(N2CCN(C(=O)Cn3cnc4c3c(=O)n(C)c(=O)n4C)CC2)c1C
→ 7.2, 60
- O=C(Nc1cc(Cl)ccc1O)c1cc2n(n1)C(C(F)(F)F)CC(c1ccc3c(c1)OCO3)N2 (stereo not given)
→ 19, -8
- Cc1ccc(-n2ncc3c(=O)n(CC(=O)Nc4cccc(Cl)c4)cnc32)cc1C
→ 53, -30
- O=C(O)CN1C(=O)c2ccc(Oc3cccc4c3C(=O)N(CC(=O)O)C4=O)cc2C1=O
→ 38, -17
- COc1cccc(CN2CCN(c3ncccn3)CC2)c1
→ 25, 25
- COc1cc2c(cc1OC)CN(C(=O)CSc1nc3[nH]ncc3c(=O)n1-c1ccccc1)CC2
→ 75, -126
- Fc1ccc(N2CCN(c3ncnc4c3nnn4Cc3ccccc3Cl)CC2)cc1
→ 23, -18
- Cc1ccc(C)c(NC(=O)C2CCCN2C(=O)OC(C)(C)C)c1 (stereo not given)
→ 28, 6
- COc1ccc(Oc2coc3cc(OC(=O)c4cncc(Br)c4)ccc3c2=O)cc1
→ 39, 10
- COc1cc(CNC2CCCCCC2)cc(OC)c1OC
→ 24, -25
- CN(C)CCCNS(=O)(=O)c1cc(Cl)ccc1Cl
→ 34, -1
- O=C(NCCCN1CCCC1)C1CCN(C(=O)c2cc3sccc3n2Cc2ccc(F)cc2)CC1
→ 12, 29
- O=C(C1CCCCN1S(=O)(=O)c1ccccc1)N1CCN(C(c2ccccc2)c2ccccc2)CC1 (stereo not given)
→ 47, -12
- C=C(C)CSC1=C(C#N)C(c2ccccc2)CC(=O)N1 (stereo not given)
→ 69, -55
- CCN1C(c2ccccc2)=C(c2ccccc2)S/C1=C\C=C1/SC(=S)N(C)C1=O
→ 24, -22
- CCOC(=O)C(C)Sc1nc2c(c(=O)[nH]c(=O)n2C)n1C/C=C(/C)Cl (stereo not given)
→ 29, 22
- CCOC(=O)N1CCN(C(=O)CSc2nnc(-c3c[nH]c4ccccc34)n2CCOC)CC1
→ 55, -36
- O=S(=O)(Nc1ccc(Cc2ccncc2)cc1)c1ccc(Br)s1
→ 22, -7
- O=C(CN1CCCC1)Nc1c2c(nc3ccccc13)N(Cc1ccccc1)CC2
→ 59, -83
- CN(C)CCC1Sc2ccccc2Oc2ccccc21 (stereo not given)
→ 19, -11
- CCOc1cc(C(=O)NCC(C)CN(C)C)cc(OCC)c1OCC (stereo not given)
→ 20, -7
- CC(C)CNC(=O)CSc1nnc(-c2cccc(S(=O)(=O)N3CCCCC3)c2)o1
→ 42, 1
- O=c1/c(=C/c2ccco2)sc2n1CN(c1ccccc1)CN=2
→ 23, -16
- CC#CCN(CC#CC)S(=O)(=O)c1ccc(S(=O)(=O)N2CCOCC2)cc1
→ 32, -53
- Cc1cc(SCC(=O)Nc2ccccc2)nc(C)n1
→ 23, -11
- COc1ccccc1N1CCN(C(=O)C2CCN(S(=O)(=O)N3CCOCC3)CC2)CC1
→ 65, -77
- Cc1ccc(S(=O)(=O)Nc2ccc(NC(=O)CN3CCCCC3)c(Cl)c2)cc1
→ 15, 26
- CC(C)C(=O)Nc1nc(-c2ccccc2)ns1
→ 26, -34
- CCN(CC)S(=O)(=O)c1ccc2c(c1)nc(CCC(=O)Nc1cccc(C(F)(F)F)c1)n2CC
→ 34, 15
- CC(=O)c1cc(C#N)c(SCc2ccc(F)cc2)nc1C
→ 27, -31
- CCCCN(C(=O)c1c(C)[nH]c(C(=O)OCC)c1C)c1ccccc1
→ 48, -31
- CCOc1ccccc1-n1nnnc1SCC(=O)Nc1cc2oc3ccccc3c2cc1OC
→ 20, -5
- N/C(=N\S(=O)(=O)c1ccc(Cl)s1)c1ccccc1
→ 22, 34
- CCOCCCNC(=O)C1CCN(C(=O)Nc2ccc(C)cc2)CC1
→ 27, 26
- CCSc1nnc(NC(=O)Cc2ccc(OC)c(OC)c2)s1
→ 35, 6
- Cc1cccc(-c2cc3nc4c(c(N5CCOCC5)n3n2)CCCC4)c1
→ 25, -49
- Cc1nn(-c2ccccc2)c(C)c1C(=O)OCC(=O)N1CC(=O)Nc2ccccc21
→ 47, -30
- Cc1cccc(C)c1NC(=O)CSc1nnc(C)n1-c1ccccc1
→ 15, 21
- C=CCNC(=O)CC(C)C(CCCCC)C(=O)O (stereo not given)
→ 35, 3
- CN1CCN(c2ccccc2NC(=O)c2ccc(Br)o2)CC1
→ 25, -31
- Cc1ccccc1Cn1c(-c2cncs2)nc2ccccc21
→ 36, 12
- Cc1cc2c(cc1C)NC(c1nc3ccccc3[nH]1)C1=C(CC(C)(C)CC1=O)N2 (stereo not given)
→ 42, -6
- CCN(CC)Cc1c(C(=O)OC(C)C)nnn1-c1nonc1N
→ 29, 14
- Cc1cc(C)cc(OCC(=O)Nc2cccc(-c3nnc(-c4ccco4)o3)c2)c1
→ 32, -60
- CCCCNc1nc2c(c(=O)[nH]c(=O)n2C)n1CCOc1ccccc1
→ 19, 0
- N#Cc1c(N)sc2c1CCN(C(=O)OCc1ccccc1)C2
→ 31, -71
- CCOC(=O)c1c(C)[nH]c(C)c1C(=O)COC(=O)CNC(=O)c1ccc(OCC)cc1
→ 18, 0
- Cc1cccc(NC(=O)C2CCN(S(=O)(=O)c3cccc4cccnc34)CC2)n1
→ 38, -5
- CCc1ccc(OCCNC(=O)c2ccc(S(=O)(=O)N(C)C)cc2)cc1
→ 36, -10
- COc1ccc(C(=O)c2ccc(OC)c3cccc(O)c23)cc1OC
→ 18, 22
- O=C(NCc1ccccc1)c1cc(-c2ccco2)on1
→ 19, -5
- Cc1ccccc1N(CC(=O)NCC1CCCO1)C(=O)C1(C)CC(=O)N=C2C=CC=CN21 (stereo not given)
→ 11, 36
- CCOC(=O)CSc1nc2ccccc2n1CC(=O)N(C(C)C)C(C)C
→ 40, -40
- CCOc1ccc(-c2nnc(N(CC)C(=O)C3CCC3)s2)cc1
→ 16, 19
- O=C(OCc1cc(-c2ccccc2)no1)c1ccc2ccccc2n1
→ 41, 8
- S=C(NC1CCCCC1)c1ccc2c(c1)OCO2
→ 39, -5
- CCN(CC)C(=O)CSc1nnc([C@@H](NC(=O)OC(C)(C)C)C(C)C)o1
→ 29, -41
- CCn1c(=O)c2cc(C(=O)N3CCN(C)CC3)sc2c2ccccc21
→ 22, 37

# Continued:
# Each structure is followed by: Htt clearance grain fraction, Htt clearance
- O=C(NCc1cccs1)C1CCCN(S(=O)(=O)c2ccc3c(c2)OCO3)C1 (stereo not given)
→ 37, 15
- COc1ccc(C2CC2/C(=N/OC(=O)c2cccs2)c2ccccc2)cc1 (stereo not given)
→ 27, 16
- COc1ccc(C(=O)COc2ccccc2N2C(=O)C3C4C=CC(C4)C3C2=O)cc1 (stereo not given)
→ 34, -68
- COC(=O)CSc1nnc(CNc2ccc(F)cc2)o1
→ 41, -19
- c1csc(-c2csc3ncnc(NCCCN4CCOCC4)c23)c1
→ 29, -38
- OCC#CCSc1nnc(-c2ccc(Br)cc2)o1
→ 43, -16
- Cc1ccc(CNC(=O)CCNC(=O)Cn2ccc3ccccc3c2=O)o1
→ 32, 4
- CCOC(=O)Cc1nnc2c(Nc3ccc(Cl)cc3)nc3nonc3n12
→ 28, 23
- O=C(NCc1ccncc1)c1c(F)c(F)c(F)c(F)c1F
→ 28, -67
- O=C(NCc1ccco1)C1CCN(S(=O)(=O)c2ccc(-n3cnnn3)cc2)CC1
→ 30, -43
- O=C(c1ccco1)N1CCN(S(=O)(=O)c2ccc(Oc3ccccc3)cc2)CC1
→ 21, -24
- COn1c(SCc2cccc(Cl)c2)nc2ccccc2c1=O
→ 49, -27
- CN1C(=O)CC(c2ccco2)Sc2ccccc21 (stereo not given)
→ 104, -165
- COc1cc(CN2CCN(c3ccccc3F)CC2)cc(OC)c1O
→ 22, -4
- CC(=O)Nc1ccccc1NC(=O)C(F)(F)F
→ 15, 21
- CCCc1nc(SCC(=O)N2CCCC2)c2ccccc2n1
→ 40, -16
- O=C(Nc1ccc2c(c1)oc1ccccc12)C1CC1
→ 43, -43
- COc1ccc(CNc2nc3ccccc3n2CCN2CCCCC2)c(OC)c1
→ 38, -11
- COC(=O)c1cccc(-n2[nH]nnc2=S)c1
→ 44, -14
- CC(=O)c1ccc(NC(=O)N2CCN(c3cccc(Cl)c3)CC2)cc1
→ 15, 19
- COc1ccccc1-c1n[nH]c(=S)n1-c1ccccc1
→ 31, -2
- COc1ccc(CCN2C(=O)c3[nH]nc(-c4ccccc4O)c3C2c2ccc(C)cc2)cc1OC (stereo not given)
→ 7.8, 57
- O=[n+]1cc(-c2ccccc2)n([O-])c2c1CCC2
→ 34, 20
- COc1cccc(-c2nc(N3CC(C)CC(C)C3)c3ccccc3n2)c1O (stereo not given)
→ 46, -5
- CC(=O)c1cc(-c2ccc(F)cc2)n(CC(=O)NCc2cccs2)c1C
→ 38, -10
- CC/C(=N\O)C(C)(C)/[N+]([O-])=C/c1ccc(Br)cc1
→ 15, 26
- O=C(Cc1coc2ccc3ccccc3c12)Nc1nccs1
→ 20, -1
- Cc1ccc2nc(-c3ccc(NC(=O)c4ccco4)cc3)[nH]c2c1
→ 22, -24
- O=C(O)c1ccccc1C1=Nc2ccc(O)cc2Oc2cc(O)ccc21
→ 32, 19
- CCOc1ccc(-n2cc(C(=O)Nc3cccc(OC)c3)c3cc(OC)c(OC)cc3c2=O)cc1
→ 42, 0
- Cc1csc2nc(CNC(=O)c3ccco3)cn12
→ 11, 42
- COc1ccc(C(=O)NCCn2cc(SCC(=O)Nc3cc(C)on3)c3ccccc32)cc1OC
→ 40, -13
- CCOC(=O)N1CCN(c2nc(C(F)(F)F)nc3c(C)cc(C)cc23)CC1
→ 23, -22
- CC1CCc2c(sc(NS(=O)(=O)c3ccccc3)c2C(=O)OC(C)C)C1 (stereo not given)
→ 14, 19
- COc1cc(S(=O)(=O)N(Cc2cccs2)CC2CCCO2)ccc1-n1cnnn1 (stereo not given)
→ 28, -30
- CCOC(=O)c1cc(OC(=O)c2cccnc2)n(-c2ccccc2)n1
→ 18, -6
- COc1ccc(S(=O)(=O)NCCSc2ccc(Cl)cc2)cc1OC
→ 18, -4
- Oc1ccccc1Nc1nc(NCC2CCCO2)c2ccccc2n1 (stereo not given)
→ 11, 47
- CCOC(=O)c1ccc(NS(=O)(=O)c2cccc3nsnc23)cc1
→ 21, -12
- O=C(NCC1COc2ccccc2O1)c1cn(Cc2ccc(F)cc2)nn1 (stereo not given)
→ 28, 31

# 3 entries picked at random from those above:
# Each structure is followed by: Htt clearance grain fraction, Htt clearance
- CCOc1ccc(-n2cc(C(=O)Nc3cccc(OC)c3)c3cc(OC)c(OC)cc3c2=O)cc1
→ 42, 0
- O=C(Nc1ccc2c(c1)oc1ccccc12)C1CC1
→ 43, -43
- COc1ccc(C(=O)COc2ccccc2N2C(=O)C3C4C=CC(C4)C3C2=O)cc1 (stereo not given)
→ 34, -68

# The results go on.
# Each structure is followed by: Htt clearance grain fraction, Htt clearance
- O=C(Nc1ccc(Cl)cc1)OCc1cc(-c2ccccc2)on1
→ 38, 3
- Cc1ccc(-c2nc3cc(NS(=O)(=O)c4ccc(C)cc4)ccc3o2)cc1
→ 12, 34
- COC(=O)C1=C(CSc2nnnn2C)NC(=O)NC1c1cc(C)ccc1C (stereo not given)
→ 21, -7
- CCN(CC)CCNc1ccc(Cl)cc1[N+](=O)[O-]
→ 50, -31
- Cn1nnnc1SCCNS(=O)(=O)c1ccccc1
→ 22, 39
- O=C1CCCN1c1ccc(S(=O)(=O)NCCOc2ccccc2)cc1
→ 26, -29
- CCn1c(SCC(=O)Nc2ccccc2C(=O)OC)nnc1-c1ccc(N)cc1
→ 31, 17
- CC(C)CO/C(=N/S(=O)(=O)c1ccccc1)c1ccccc1
→ 31, -11
- O=C(CSc1ncc(-c2ccc(F)cc2)n1Cc1ccco1)Nc1ccc2c(c1)OCO2
→ 22, 35
- O=C(CSc1nc2ccccc2c(=O)n1CC1CCCO1)NCC1CCCO1 (stereo not given)
→ 26, 31
- Clc1cccc2sc(N3CCCCC3)nc12
→ 23, -7
- Nc1c(C(=O)NCc2ccccc2)nnn1Cc1ccccc1
→ 42, 12
- CC(=O)NC(NC(=S)Nc1ccc(N=Nc2ccccc2)cc1)C(Cl)(Cl)Cl (stereo not given)
→ 19, 10
- CC(C)(C)C(=O)Nc1ccccc1C(=O)N1CCCC1
→ 23, -23
- C=CCc1c(C)c(C#N)c2nc3ccccc3n2c1NCCN(C)C
→ 39, -1
- CCOC(=O)C1=C(C)NC2=C(C(=O)CCC2)C1c1cccs1 (stereo not given)
→ 20, -1
- Cc1ccc(NC(=O)c2cc(C)on2)cc1
→ 11, 34
- CSc1ccc(-c2nnn(Cc3ccc(C)cc3)n2)cc1
→ 19, 18
- Cc1cc(C(=O)N2CCOCC2)n(-c2ccccc2)n1
→ 21, 53
- CCCc1cc(C(N)=O)c(NC(=O)C2CCCO2)s1 (stereo not given)
→ 22, -11

# Some of these compounds in order of heavy-atom count, largest number first:
# Each structure is followed by: Htt clearance grain fraction, Htt clearance
- COc1ccc(CCN2C(=O)c3[nH]nc(-c4ccccc4O)c3C2c2ccc(C)cc2)cc1OC (stereo not given)
→ 7.8, 57
- CCOc1ccccc1-n1nnnc1SCC(=O)Nc1cc2oc3ccccc3c2cc1OC
→ 20, -5
- O=C(c1ccco1)N1CCN(S(=O)(=O)c2ccc(Oc3ccccc3)cc2)CC1
→ 21, -24
- COC(=O)c1cccc(-n2[nH]nnc2=S)c1
→ 44, -14

# Continued:
# Each structure is followed by: Htt clearance grain fraction, Htt clearance
- Cc1cccc(NC(=O)c2ccc3ccccc3n2)c1C
→ 52, -29
- O=C(NC1CCCCC1)c1ccc(S(=O)(=O)N2CCOCC2)cc1
→ 22, 40
- Cc1ccccc1N1C(=O)c2cccc3c(N(C)CCO)ccc(c23)C1=O
→ 32, 10
- CC(=O)OC(C(=O)NCc1ccc2c(c1)OCO2)c1ccccc1Cl (stereo not given)
→ 26, -25
- CCCN(CCC)CCNC(=O)c1cc2c(=O)n(C)c3ccccc3c2n1C
→ 45, -47
- N#Cc1c(/N=C/c2cc(Br)cs2)sc2c1CCC2
→ 26, -31
